High-throughput results as filed in PubChem BioAssay.
USP1-UAF1 inh = Inhibitors of USP1/UAF1: Primary Screen. hit rate 0.23% among 390,000. AID 743255, 2014. recombinant USP1/UAF1, Ub-Rhodamine cleavage fluorescence. Potency, µM (titrated, usually from 57.1 µM), without a hit: at the top dose activity change, negative = inhibition, hits mostly inhibitors; also: potency is read from the fitted curve at half-maximal effect; % is scaled to controls: 0 for no effect and ±100 for the full control effect; nearly all actives have a fitted effect of over 60% in size; inactives centre near -12
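High-throughput fluorogenic screen: 1nM USP1/UAF1 complex, Ub-Rho substrate 150nM final, 50mM HEPES pH 7.8 with 0.5mM EDTA, 0.1 mg/ml BSA, 1mM TCEP and 0.01% Tween-20.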
TRHR agonist = qHTS for Small Molecule Agonists and Allosteric Enhancers of Human TRH Receptor: Primary Screen for Agonists. activation, % at 2 µM. AID 493084, 2011. hit rate 0.18% among 360,000. TRHR cells, calcium flux fluo-8, FDSS agonist mode. Thyrotropin-releasing hormone receptor (Homo sapiens), P34981; in the data active = activation above about 30%; also: 0% is about no effect
Target sequence (P34981 whole entry, looked up): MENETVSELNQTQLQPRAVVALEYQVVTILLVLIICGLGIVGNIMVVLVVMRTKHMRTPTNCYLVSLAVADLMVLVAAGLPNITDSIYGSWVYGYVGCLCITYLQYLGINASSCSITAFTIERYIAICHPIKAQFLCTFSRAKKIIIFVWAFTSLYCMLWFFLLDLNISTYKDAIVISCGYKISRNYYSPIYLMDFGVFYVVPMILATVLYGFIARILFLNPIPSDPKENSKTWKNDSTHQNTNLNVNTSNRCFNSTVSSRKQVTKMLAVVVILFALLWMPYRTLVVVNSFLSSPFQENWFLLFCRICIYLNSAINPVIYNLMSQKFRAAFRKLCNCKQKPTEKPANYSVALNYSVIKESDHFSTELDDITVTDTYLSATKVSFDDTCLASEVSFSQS
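Agonist-mode FDSS calcium read (Ex 480/Em 530, 1 s cycles) in 1536-well TRHR cells with fluo-8 dye, after 10-cycle baseline and 23 nL compound addition; TRH at EC20 (10 nM final) added afterwards for the enhancer phase.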
D2 antagonist = HTS Assay for Allosteric Antagonists of the Human D2 Dopamine Receptor: Primary Screen for Antagonists. D(2) dopamine receptor (Homo sapiens), P14416. HEK293 TREx D2 cells, calcium flux, dopamine EC80. inhibition, % at 10 µM. hit rate 2% among 340,000. AID 485344, 2010; in the data active = inhibition above about 30%; also: 0% is about no effect
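Inhibition of EC80 dopamine-driven calcium flux, recorded kinetically, defines activity here; cells are a tetracycline-induced HEK293 T-REx line expressing force-coupled D2.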
rTrxR1 inhibitor = qHTS Assay for Inhibitors of Mammalian Selenoprotein Thioredoxin Reductase 1 (TrxR1): qHTS; AID 588453, 2011; recombinant rTrxR1, NADPH fluorescence consumption, selenite substrate; hit rate 1% among 390,000; Potency, µM (doses to about 114 µM), for inactives: at the top dose activity change, negative = inhibition, most hits filed as inhibitors; Thioredoxin reductase 1, cytoplasmic (Rattus norvegicus), O89049; also: potency is read from the fitted curve at half-maximal effect; % is scaled to controls: 0 for no effect and ±100 for the full control effect; nearly all actives have a fitted effect of over 65% in size
Target sequence (O89049 whole entry, looked up): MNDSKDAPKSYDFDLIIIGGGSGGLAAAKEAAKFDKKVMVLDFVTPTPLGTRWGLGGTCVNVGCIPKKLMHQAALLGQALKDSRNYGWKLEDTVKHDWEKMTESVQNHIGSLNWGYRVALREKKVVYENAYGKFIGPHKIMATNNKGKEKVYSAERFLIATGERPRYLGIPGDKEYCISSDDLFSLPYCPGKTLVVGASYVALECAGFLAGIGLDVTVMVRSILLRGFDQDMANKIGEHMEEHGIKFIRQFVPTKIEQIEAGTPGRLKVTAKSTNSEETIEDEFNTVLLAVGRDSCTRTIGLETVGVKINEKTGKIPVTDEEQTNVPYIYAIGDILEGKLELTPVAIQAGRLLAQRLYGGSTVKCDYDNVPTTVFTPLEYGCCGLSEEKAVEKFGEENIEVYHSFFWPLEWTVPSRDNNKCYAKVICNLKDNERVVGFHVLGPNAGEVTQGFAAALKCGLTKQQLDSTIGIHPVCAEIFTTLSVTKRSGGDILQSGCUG
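Rat TrxR1 (90 nM in the dispensed reagent) was pre-reduced with 400 uM NADPH for 5 min at room temperature, then incubated with compound for 15 min. After 400 uM selenite was added, NADPH fluorescence (Ex 340/Em 450 nm) was followed for 8 min.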
TRHR PAM = qHTS for Small Molecule Agonists and Allosteric Enhancers of Human TRH Receptor: Primary Screen for Enhancers | Thyrotropin-releasing hormone receptor (Homo sapiens), P34981 | TRHR cells, fluo-8 calcium fluorescence, EC20 TRH enhancement | enhancement, % at 2 µM | hit rate 0.66% among 360,000 | AID 493056, 2011; in the data active = enhancement above about 30%; also: 0% is about no effect
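Enhancer read-out: after compound pinning and an initial kinetic agonist-mode read, an EC20 of TRH (10 nM final) was injected and fluo-8 calcium signal (Ex 480/Em 530) followed at 1 s/cycle for 100 cycles in TRHR-expressing cells.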
PI4K2A block = qHTS for small molecular inhibitors of PI4K2A | Phosphatidylinositol 4-kinase type 2-alpha (Homo sapiens), Q9BTU6 | purified PI4K2A, ADP-Glo luminescence, 1 h; stronger effect = lower value | activity change, negative = inhibition, % at 76.9 µM | hit rate 0.13% among 420,000 | AID 1346378, 2018; in the data active = activity change below about -50%; inconclusive = mostly about -30% to -49%;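 also: -100% = wells without enzyme as full effect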
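PI4K2A activity was measured by ADP-Glo luminescence: enzyme (4 ug/mL stock) and phosphatidylinositol (1.2 mM stock) in Tris pH 7.5/MgCl2/EGTA/Triton X-100 buffer were reacted with ATP (300 microM stock) for one hour at ambient temperature.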
TrxR1 substrate = qHTS Assay for Substrates of Mammalian Selenoprotein Thioredoxin Reductase 1 (TrxR1): qHTS. AID 588456, 2011. purified TrxR1 substrate turnover, NADPH consumption readout. hit rate 0.01% among 390,000. Thioredoxin reductase 1, cytoplasmic (Rattus norvegicus), O89049. Potency, µM (doses to about 114 µM), without a hit: top-dose activity change, negative = substrate turnover; also: potency is read from the fitted curve at half-maximal effect; % is scaled to controls: 0 for no effect and ±100 for the full control effect; nearly all actives have a fitted effect of over 50% in size
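Rat TrxR1, dispensed at 90 nM, was prereduced with 400 uM NADPH (final) for 5 min at ~22 deg C, then incubated with compound 15 min before 400 uM selenite. A first-read NADPH fluorescence drop versus no-compound background flagged substrates.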
IDH1 R132H inh = qHTS for Inhibitors of mutant isocitrate dehydrogenase 1 (IDH1): qHTS; Isocitrate dehydrogenase [NADP] cytoplasmic (Homo sapiens), O75874; AID 602179, 2012; IDH1-R132H enzyme, NADPH consumption, diaphorase/resazurin fluorescence; Potency, µM (doses to about 76.6 µM), inactives show top-dose activity change, negative = inhibition, actives largely listed as inhibitors; hit rate 0.093% among 390,000; also: potency is read from the fitted curve at half-maximal effect; % is scaled to controls: 0 for no effect and ±100 for the full control effect; nearly all actives have a fitted effect of over 65% in size
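IDH1-R132H (0.5 ug/mL dispensed) in pH 7.5 Tris buffer was preincubated 30 min with compound, then given a substrate mix of 0.016 mM NADPH and 2 mM alpha-KG for 80 min at room temperature; remaining NADPH was read by diaphorase/resazurin fluorescence.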
D2 ag = HTS Assay for Allosteric Agonists of the Human D2 Dopamine Receptor: Primary Screen for Agonists | D(2) dopamine receptor (Homo sapiens), P14416 | HEK293 T-REx D2 cells, calcium flux agonist mode | activation, % at 2 µM | hit rate 0.53% among 340,000 | AID 485358, 2010;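 active = activation over 3 SD above normal in the single-dose calcium agonist read, cut at about 30% in these data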; also: 0% is about no effect
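Agonism is scored from calcium flux in a force-coupled, inducible HEK293 cell line expressing D2, read kinetically for 180 s after compound addition against dopamine controls.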
Numbers without * were called inactive; [ ] = remark or other dose. Unless noted, calls follow the shape of the dose curve; as a rule, active = well fitted inhibition curve with a large enough effect; inconclusive = small, poorly fitted or top-dose-only effect; inactive = no such curve, though single readings can be large or run the other way.

Results for COc1ccccc1-c1cn(S(=O)(=O)c2ccc(F)cc2)nc1N ?
USP1-UAF1 inh: -1%; TRHR agonist: -0.7; D2 antagonist: 1; rTrxR1 inhibitor: 6%; TRHR PAM: -1; PI4K2A block: -4; TrxR1 substrate: -6%; IDH1 R132H inh: -2%; D2 ag: 0.0

What do the screens show for `CCCNC(=O)CN1C(=O)NC(Cc2c[nH]c3ccccc23)C1=O` (configuration not stated)?
USP1-UAF1 inh: -4%; TRHR agonist: -2.5; D2 antagonist: -7; rTrxR1 inhibitor: 29%[57.1 µM]; TRHR PAM: 5; PI4K2A block: -2; TrxR1 substrate: -9%; IDH1 R132H inh: 14%; D2 ag: 1.1

How did CCOC(=O)c1c(-c2ccccc2)oc2ccc(NS(=O)(=O)c3ccccc3)cc12 do in these assays?
USP1-UAF1 inh: -27%; TRHR agonist: 0.2; rTrxR1 inhibitor: 10%; TRHR PAM: 10; PI4K2A block: -1; TrxR1 substrate: 8%; IDH1 R132H inh: -1%; D2 ag: -1.6

Results for CCOC(=O)c1cc(C(=O)OCC)c2cc(Br)ccc2n1 ?
USP1-UAF1 inh: -15%; TRHR agonist: -1.1; D2 antagonist: -4; rTrxR1 inhibitor: 3%[11.4 µM]; TRHR PAM: -3; PI4K2A block: -5; TrxR1 substrate: 9%[11.4 µM]; IDH1 R132H inh: 9%; D2 ag: -0.4

How did O=C(CCCNS(=O)(=O)c1cccc2nsnc12)NCCc1ccccc1 do in these assays?
USP1-UAF1 inh: -11%; TRHR agonist: -0.8; rTrxR1 inhibitor: -23%; TRHR PAM: 0; PI4K2A block: 3; TrxR1 substrate: -14%; IDH1 R132H inh: 2%

How did O=C(NCC1CCCO1)c1ccc(OC2CCN(C(=O)C3CC3)CC2)cc1 (configuration not stated) do in these assays?
USP1-UAF1 inh: -10%; TRHR agonist: 0.0; D2 antagonist: 6; rTrxR1 inhibitor: 15%; TRHR PAM: 5; PI4K2A block: 13; TrxR1 substrate: 10%; IDH1 R132H inh: 9%; D2 ag: 0.6

What do the screens show for `CC(C)C[C@@H](CNCC(=O)[C@H](C)NC(=O)c1[nH]cnc1C(=O)N[C@@H](C)CN)NC(=O)c1nc[nH]c1C(=O)N[C@@H](CC(=O)O)C(=O)O`?
USP1-UAF1 inh: inconclusive; rTrxR1 inhibitor: -1%; PI4K2A block: 0; TrxR1 substrate: -3%; IDH1 R132H inh: 6%

Results for O=C(CSc1ncccn1)Nc1cccc2ccccc12 ?
USP1-UAF1 inh: -21%; TRHR agonist: 0.0; D2 antagonist: 19; rTrxR1 inhibitor: 5%; TRHR PAM: -2; PI4K2A block: -5; TrxR1 substrate: -5%; IDH1 R132H inh: 12%; D2 ag: 0.2

Results for CCCCN1C(=O)c2[nH]nc(-c3ccccc3O)c2C1c1ccc(C(C)(C)C)cc1 (configuration not stated) ?
USP1-UAF1 inh: -4%; TRHR agonist: 0.2; rTrxR1 inhibitor: 14%; TRHR PAM: 1; PI4K2A block: -1; TrxR1 substrate: -4%; IDH1 R132H inh: -16%; D2 ag: 0.0

What do the screens show for `Cc1ccccc1C(=O)Nc1ccnn1C1CCN(Cc2ccc(CO)o2)CC1`?
USP1-UAF1 inh: -28%; TRHR agonist: 0.9; D2 antagonist: 7; rTrxR1 inhibitor: 18%; TRHR PAM: -1; PI4K2A block: 0; TrxR1 substrate: 4%; IDH1 R132H inh: -4%; D2 ag: -0.2

Results for CCC(Oc1ccccc1)C(=O)Nc1ccccc1OC (configuration not stated) ?
USP1-UAF1 inh: -12%; TRHR agonist: -2.3; D2 antagonist: -4; rTrxR1 inhibitor: 12%; TRHR PAM: -7; PI4K2A block: 1; TrxR1 substrate: 4%; IDH1 R132H inh: 6%; D2 ag: 0.0

Results for Cc1ccc(S(=O)(=O)CC(=O)Nc2nnc(C(C)C)s2)cc1 ?
USP1-UAF1 inh: -8%; TRHR agonist: -0.3; D2 antagonist: -5; rTrxR1 inhibitor: 14%; TRHR PAM: -2; PI4K2A block: 4; TrxR1 substrate: 0%; IDH1 R132H inh: 16%; D2 ag: -0.1

Results for Cc1ccccc1NC(=O)c1ccc(OCc2c(C)noc2C)cc1 ?
USP1-UAF1 inh: -21%; TRHR agonist: -0.1; D2 antagonist: 4; rTrxR1 inhibitor: -1%; TRHR PAM: 7; PI4K2A block: -2; TrxR1 substrate: -11%; IDH1 R132H inh: 5%; D2 ag: -0.6

What do the screens show for `c1ccc(Cc2cc[n+](Cc3ccccn3)cc2)cc1`?
USP1-UAF1 inh: -15%; TRHR agonist: 0.2; D2 antagonist: 42*; rTrxR1 inhibitor: 24%; TRHR PAM: -2; PI4K2A block: 5; TrxR1 substrate: 1%; IDH1 R132H inh: 6%; D2 ag: -0.1

How did Cc1ccc(NC(=O)CCC(=O)N/N=C/c2coc3ccccc3c2=O)cc1 do in these assays?
USP1-UAF1 inh: -20%; TRHR agonist: 0.6; D2 antagonist: 5; rTrxR1 inhibitor: 17%; TRHR PAM: 0; PI4K2A block: -3; TrxR1 substrate: 1%; IDH1 R132H inh: 1%; D2 ag: -0.2

How did COCC(=O)Nc1ccccc1C(=O)Nc1ccc(OC)cc1 do in these assays?
USP1-UAF1 inh: -3%; TRHR agonist: -1.1; D2 antagonist: 0; rTrxR1 inhibitor: 5%; TRHR PAM: -1; PI4K2A block: 4; TrxR1 substrate: 2%; IDH1 R132H inh: 4%; D2 ag: -1.6

How did COc1cc(NC(=O)c2noc3c2CCCC3)c(OC)cc1Cl do in these assays?
USP1-UAF1 inh: -2%; TRHR agonist: -0.3; rTrxR1 inhibitor: 17%; TRHR PAM: 5; PI4K2A block: -6; TrxR1 substrate: 14%; IDH1 R132H inh: 3%

Results for O=C(NCCOCCn1c(=O)oc2ccccc21)Nc1ccc(F)cc1F ?
USP1-UAF1 inh: -16%; TRHR agonist: -0.9; rTrxR1 inhibitor: 17%; TRHR PAM: 2; PI4K2A block: 5; TrxR1 substrate: -4%; IDH1 R132H inh: 14%

How did O=C(O)Cn1c(C(F)(F)F)nc2ccccc21 do in these assays?
USP1-UAF1 inh: -13%; TRHR agonist: -0.1; D2 antagonist: 17; rTrxR1 inhibitor: 7%[57.1 µM]; TRHR PAM: -5; PI4K2A block: 2; TrxR1 substrate: 7%[57.1 µM]; IDH1 R132H inh: 10%; D2 ag: 0.5

Results for COCCCNC(=O)C[C@H]1C[C@H](C(=O)N2CCOCC2)[C@@]2(CCC3CCCC3)c3[nH]c4cc(CCC(=O)N(C)C)ccc4c3CCN2C1=O ?
USP1-UAF1 inh: -10%; rTrxR1 inhibitor: 10%; PI4K2A block: 0; TrxR1 substrate: 0%; IDH1 R132H inh: -6%

How did O=C(NNc1nc2cc3c(cc2s1)OCO3)c1ccc(F)cc1 do in these assays?
USP1-UAF1 inh: -23%; TRHR agonist: -1.7; D2 antagonist: -8; rTrxR1 inhibitor: -10%; TRHR PAM: 2; PI4K2A block: 0; TrxR1 substrate: -4%; IDH1 R132H inh: -7%; D2 ag: -0.8

How did CCC(c1ccccc1)c1nnc(NC(=O)c2ccco2)s1 (configuration not stated) do in these assays?
USP1-UAF1 inh: -8%; TRHR agonist: 0.2; D2 antagonist: -8; rTrxR1 inhibitor: 23%; TRHR PAM: -3; PI4K2A block: -1; TrxR1 substrate: -1%; IDH1 R132H inh: 0%; D2 ag: -0.2

Results for COc1ccc(CC(=O)Oc2ccc(C(C)C)cc2)cc1S(=O)(=O)N1CCOCC1 ?
USP1-UAF1 inh: -6%; TRHR agonist: 0.3; D2 antagonist: -10; rTrxR1 inhibitor: -2%; TRHR PAM: -1; PI4K2A block: 2; TrxR1 substrate: -1%; IDH1 R132H inh: 1%; D2 ag: 0.7

An excerpt from above in order of molar mass, lowest first.
Results for O=C(CSc1ncccn1)Nc1cccc2ccccc12 ?
USP1-UAF1 inh: -21%; TRHR agonist: 0.0; D2 antagonist: 19; rTrxR1 inhibitor: 5%; TRHR PAM: -2; PI4K2A block: -5; TrxR1 substrate: -5%; IDH1 R132H inh: 12%; D2 ag: 0.2

Results for Cc1ccc(S(=O)(=O)CC(=O)Nc2nnc(C(C)C)s2)cc1 ?
USP1-UAF1 inh: -8%; TRHR agonist: -0.3; D2 antagonist: -5; rTrxR1 inhibitor: 14%; TRHR PAM: -2; PI4K2A block: 4; TrxR1 substrate: 0%; IDH1 R132H inh: 16%; D2 ag: -0.1

Results for COc1ccccc1-c1cn(S(=O)(=O)c2ccc(F)cc2)nc1N ?
USP1-UAF1 inh: -1%; TRHR agonist: -0.7; D2 antagonist: 1; rTrxR1 inhibitor: 6%; TRHR PAM: -1; PI4K2A block: -4; TrxR1 substrate: -6%; IDH1 R132H inh: -2%; D2 ag: 0.0
